Screening data (PubChem)
TDP2 absorb: human TDP2 enzyme inhibitors, primary screen, biochemical, epi absorbance, recombinant enzyme | Tyrosyl-DNA phosphodiesterase 2 (Homo sapiens), O95551 | T5PNP hydrolysis, p-nitrophenol absorbance 415 nm | inhibition, % at 12.8 µM | hit rate 0.34% among 370,000;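 active means inhibition above the mean of all tested compounds plus 3 SD, set per campaign, cut at about 25% in these data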;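 further: 0% = DMSO with enzyme and 100% = buffer with substrate but no TDP2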
Target sequence (O95551 whole entry, looked up): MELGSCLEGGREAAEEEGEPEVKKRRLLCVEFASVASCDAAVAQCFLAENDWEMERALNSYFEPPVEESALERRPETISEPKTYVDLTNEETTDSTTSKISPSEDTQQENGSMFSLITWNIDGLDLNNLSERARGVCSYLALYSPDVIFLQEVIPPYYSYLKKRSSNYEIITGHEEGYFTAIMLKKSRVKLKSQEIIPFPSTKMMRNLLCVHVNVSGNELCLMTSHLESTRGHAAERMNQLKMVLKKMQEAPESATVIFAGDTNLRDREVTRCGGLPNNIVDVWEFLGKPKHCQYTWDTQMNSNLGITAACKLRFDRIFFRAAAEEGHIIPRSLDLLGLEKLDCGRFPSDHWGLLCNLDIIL
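Assay system: Recombinant human TDP2 | Quantity: 120 nM TDP2 per well | Incubation: 2 h at 37 °C | Signal: Epi absorbance | Evaluation: Percent inhibition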
PLC-gamma1 inh: PLC-gamma1 enzyme inhibitors, primary screen, biochemical, fluorescence, purified enzyme | fluorogenic substrate | inhibition, % at 12.2 µM | hit rate 0.84% among 370,000 | AID 720700, 2013 | 1-phosphatidylinositol 4,5-bisphosphate phosphodiesterase gamma-1 (Homo sapiens), P19174; in the data active means inhibition above about 9.5%
ADAM10 inh: human ADAM10 inhibitors, primary screen, biochemical, QFRET, HTS; recombinant ADAM10, EDANS/DABCYL FRET peptide cleavage, 3 h; hit rate 0.62% among 370,000; Disintegrin and metalloproteinase domain-containing protein 10 (Homo sapiens), O14672; AID 720582, 2013; inhibition, % at 7 µM;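 active means inhibition above a per-campaign cutoff equal to the mean of compounds falling between control-based bounds plus 3 SD, cut at about 20% in these data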;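 further: 0% = DMSO wells while the 100% control is not disclosed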
SIAE primary: human SIAE inhibitors, primary screen, biochemical, fluorescence polarization, FP-Rh probe, 1536-well HTS; Sialate O-acetylesterase (Homo sapiens), Q9HAT2; SIAE FP-Rh probe binding; inhibition, % at 9.66 µM; hit rate 0.69% among 370,000; AID 1053197, 2014;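 active means inhibition above a cutoff: mean of compounds within the control limits plus 3 SD of those, cut at about 17% in these data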;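 further: 0% = plate median of compound wells and 100% = probe without SIAE protein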
ADAM17 inh: ADAM17 inhibitors, primary screen, biochemical, QFRET | Disintegrin and metalloproteinase domain-containing protein 17 (Homo sapiens), P78536 | recombinant ADAM17, EDANS/DABCYL FRET peptide cleavage | inhibition, % at 6.95 µM | hit rate 0.83% among 370,000 | AID 720648, 2013;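 active means inhibition above the mean of compounds lying between control limits plus 3 SD, set per campaign, cut at about 8.5% in these data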;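 further: 0% = DMSO-only wells as the low control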
PLCb3 inh: human PLC-beta3 inhibitors, primary screen, biochemical, fluorescence; 1-phosphatidylinositol 4,5-bisphosphate phosphodiesterase beta-3 (Homo sapiens), Q01970; Purified PLC-beta3, fluorogenic substrate; inhibition, % at 12.2 µM; hit rate 0.18% among 370,000; AID 720704, 2013; in the data active means inhibition above about 11%;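 further: 0% = median of compound wells on plate and 100% = full blocker control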
ARFGAP1 inh: inhibitors of rat ARFGAP1 GAP activity, primary screen, biochemical, fluorescence polarization, GDP tracer. inhibition, % at 16.5 µM. ADP-ribosylation factor GTPase-activating protein 1 (Rattus norvegicus), Q62848. Arfgap1-stimulated ARF1 GTP hydrolysis, GDP FP detection. hit rate 0.26% among 360,000;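 active means inhibition above a per-plate limit, mean inhibition of low control wells plus 3 SD, cut at about 25% in these data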;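 further: 0% = DMSO wells with enzyme and 100% = wells lacking Arfgap1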
Target sequence (Q62848 1-136 limits assumed): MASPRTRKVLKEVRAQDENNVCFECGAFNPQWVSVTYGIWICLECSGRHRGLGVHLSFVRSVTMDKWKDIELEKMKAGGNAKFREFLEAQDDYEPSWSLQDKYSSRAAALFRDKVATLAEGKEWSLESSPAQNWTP
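System: truncated rat Arfgap1 GAP domain / Medium: HEPES-based buffer, pH 7.5 / Also added: N-terminally truncated human ARF1-GTP substrate / Incubation: enzyme reaction 120 min at 25 °C after 20 min preincubation / Measured by: FP of antibody-bound GDP Alexa 633 tracer, ex 620/em 688 nm / Replicates: singlicate, each compound tested once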
DDE Tn7 FP inh: inhibitors of Tn7 peptide binding to fibrin DD(E), primary screen, biochemical, fluorescence polarization, human fibrin, Tn7 probe | hit rate 0.13% among 370,000 | inhibition, % at 8.3 µM | FP displacement of FITC-Tn7 peptide from fibrin DD(E); 0% = median of compound wells per plate | AID 720508, 2013;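 active means inhibition above the mean of compounds falling within the control limits plus 3 SD of them, cut at about 14% in these data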;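 further: 0% = plate median of compound wells and 100% = 10 µM Aha-Tn7 peptide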
Target sequence (P02675 whole entry, looked up): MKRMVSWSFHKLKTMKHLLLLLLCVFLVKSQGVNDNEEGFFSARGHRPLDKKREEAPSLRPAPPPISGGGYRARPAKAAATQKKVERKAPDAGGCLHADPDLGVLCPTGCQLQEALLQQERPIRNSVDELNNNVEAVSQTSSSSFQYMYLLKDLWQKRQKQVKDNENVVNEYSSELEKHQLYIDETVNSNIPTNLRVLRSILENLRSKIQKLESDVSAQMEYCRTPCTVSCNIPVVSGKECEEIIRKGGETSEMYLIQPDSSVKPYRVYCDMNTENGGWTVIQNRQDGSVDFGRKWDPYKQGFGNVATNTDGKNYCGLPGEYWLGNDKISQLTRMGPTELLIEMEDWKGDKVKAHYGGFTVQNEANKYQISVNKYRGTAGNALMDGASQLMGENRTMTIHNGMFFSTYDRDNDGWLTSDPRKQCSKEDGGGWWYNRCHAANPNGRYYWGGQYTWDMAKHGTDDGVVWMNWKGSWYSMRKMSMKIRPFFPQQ
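Test system: human clot-derived fibrin DD(E) complex / Quantity: 2 µM final DD(E) protein / Incubation: 10 min plus 3 h, room temperature / Measured by: fluorescence polarization / Benchmarks: high control of 10 µM Aha-Tn7 peptide / Replicates: singlicate testing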
ASAP1 GAP inh: inhibitors of human ASAP1 ArfGAP activity, primary screen, biochemical, fluorescence polarization | inhibition, % at 16.5 µM | ASAP1-stimulated ARF1 GTP hydrolysis, GDP FP detection | AID 624377, 2012 | Arf-GAP with SH3 domain, ANK repeat and PH domain-containing protein 1 (Homo sapiens), … | hit rate 0.19% among 360,000; in the data active means inhibition above about 25%;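 further: 0% = vehicle with enzyme and substrate and 100% = no enzyme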
Tn6 DDE FP: inhibitors of Tn6 peptide binding to fibrin DD(E), primary screen, biochemical, fluorescence polarization, human fibrin, Tn6 probe; inhibition, % at 8.3 µM; hit rate 0.21% among 370,000; Fibrin DD(E) TRITC-Tn6 fluorescence polarization displacement;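 active means inhibition above a per-campaign cutoff: mean of compounds within control limits plus 3 SD, cut at about 15% in these data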;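 further: 0% = median of all compound wells on the plate and 100% = blocking peptide control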
The depositor's hits bear a star.

Fields: TDP2 absorb	PLC-gamma1 inh	ADAM10 inh	SIAE primary	ADAM17 inh	PLCb3 inh	ARFGAP1 inh	DDE Tn7 FP inh	ASAP1 GAP inh	Tn6 DDE FP
COc1ccc(Cc2nnc(NC(=O)CS(=O)(=O)Cc3ccccc3)s2)cc1
→ 6	-3	0	1	-3	-13	8	8	-11	7
CCOC(=O)C1CCN(C(=O)C2CCN(c3nc4ccc(OC)cc4s3)CC2)CC1
→ -2	5	1	2	3	7	-1	6	-13	-7
O=C(N/N=C/c1c[nH]c2ccccc12)c1ccc2c(c1)OCCO2
→ -10	-9	1	11	-2	-15	-3	4	-4	8
COC(=O)CN(C#N)c1nc(NC(C)C)nc(OC)n1
→ 6	-2	3	4	-2	5	9	1	-9	0
Cc1cc(C(=O)NC2CC(C)(C)Cc3c2cnn3-c2ccc(F)cc2)no1 (stereo not given)
→ -9	1	9	2	1	-2	6	-3	0	-8
CC(=O)Nc1ccc(OC(=O)c2cc3cc(Br)cc(Br)c3oc2=O)cc1
→ 5	-4	0	-8	0	-7	-6	2	2	5
Cc1cc(NC(=O)CSc2nnc(Cc3ccccc3)o2)no1
→ 2	-5	3	-1	-2	1	3	2	-10	-6
Cc1ccccc1C(=O)Nc1ccc(Br)c(C)n1
→ -8	2	-8	-2	-1	1	8	-2	9	4
CC1(C(=O)Nc2ccc(Cl)c(C(F)(F)F)c2)Cc2c(-c3cccc(C(N)=O)c3)ccnc2O1 (stereo not given)
→ 8	4	14	-25	5	1	6	4	0	-5
COc1ccccc1C1CC(=O)Oc2cc(C)c(Cl)c(C)c21 (stereo not given)
→ -7	4	14	4	3	3	-11	-2	2	-5

Record cards, from the list above. Screens in order: TDP2 absorb | PLC-gamma1 inh | ADAM10 inh | SIAE primary | ADAM17 inh | PLCb3 inh | ARFGAP1 inh | DDE Tn7 FP inh | ASAP1 GAP inh | Tn6 DDE FP
COC(=O)CN(C#N)c1nc(NC(C)C)nc(OC)n1 is listed as 6 | -2 | 3 | 4 | -2 | 5 | 9 | 1 | -9 | 0
CC1(C(=O)Nc2ccc(Cl)c(C(F)(F)F)c2)Cc2c(-c3cccc(C(N)=O)c3)ccnc2O1 (stereo not given) is listed as 8 | 4 | 14 | -25 | 5 | 1 | 6 | 4 | 0 | -5
CC(=O)Nc1ccc(OC(=O)c2cc3cc(Br)cc(Br)c3oc2=O)cc1 is listed as 5 | -4 | 0 | -8 | 0 | -7 | -6 | 2 | 2 | 5

(list continues)
Fields: TDP2 absorb	PLC-gamma1 inh	ADAM10 inh	SIAE primary	ADAM17 inh	PLCb3 inh	ARFGAP1 inh	DDE Tn7 FP inh	ASAP1 GAP inh	Tn6 DDE FP
NNC(=O)CN1C(=O)Nc2ccc(Br)cc2C1c1ccccc1 (stereo not given)
→ 2	6	4	-26	2	0	-1	5	-6	-1
O=C(NNC(=O)C1C2C=CC(C2)C1C(=O)O)c1ccccc1O (stereo not given)
→ -3	-20	-107	6	-30	-30	0	1	5	-4
CCCN(CC(=O)Nc1ccccc1C)C(=O)C1CC(=O)N(c2ccccc2C(C)CC)C1 (stereo not given)
→ -1	0	-7	6	-5	-8	-3	2	1	3
COc1ccc(C2NC(=O)c3ccccc3O2)c(OC)c1OC (stereo not given)
→ 10	-5	-62	1	-18	-8	9	0	10	2
O=S(=O)(CCNCc1cccs1)c1ccc(Cl)cc1
→ -4	1	-2	9	-2	-3	-10	-1	-3	5
CCN(CC(=O)NCc1cccs1)C(=O)c1cccc(S(=O)(=O)Nc2cccc(C)c2)c1
→ 10	1	-15	2	-7	-8	0	9	-8	-4
CCOC(=O)C1(S(=O)(=O)c2ccccc2)CCN(Cc2ccc(Cl)cc2)CC1
→ -2	0	6	5	3	2	7	3	-1	-3
CCN(CC)S(=O)(=O)c1ccc(N2CCOCC2)c(NC(=O)CC2OC(=O)c3ccccc32)c1 (stereo not given)
→ 3	-6	-10	-2	0	-12	18	8	-4	-1
CC(=O)Oc1ccc(/C(C)=N/N2CCN(Cc3ccc(C)cc3)CC2)cc1
→ -5	2	-4	3	1	1	5	4	13	7
O=[N+]([O-])c1ccccc1/C=C/CN1CCSCC1
→ -1	5	-8	4	-4	0	-8	-2	-1	-9
CC1CCN(S(=O)(=O)N2CCC(C(=O)NC(C)c3ccccc3)CC2)CC1 (stereo not given)
→ 6	0	-9	5	-4	-1	-1	3	-5	-7
O=c1oc(-c2cccc(Cl)c2)nc2c1cnn2-c1ccccc1
→ 1	-3	-9	1	-5	-5	1	1	-5	3
O=C(Nc1ccc(Br)cc1)C(c1ccccc1)c1ccccc1
→ -3	6	11	0	3	10	8	6	-3	4
CC(C)C(NC(=O)c1ccc(F)cc1)C(=O)Nc1cccnc1 (stereo not given)
→ 4	-1	2	-2	-4	-3	-5	10	6	8
N#CC1(NC(=O)CSc2nnc(C3CC3)n2C2CC2)CCCCC1
→ -3	2	-5	1	-3	-1	8	1	4	0
COc1cc(S(=O)(=O)NCc2ccncc2)c(OC)cc1Cl
→ 5	-11	-32	-1	-14	-14	9	0	17	2
NNc1cc2c(nn1)CCN(C(=O)c1ccccc1)C2
→ 3	-40	-49	8	-13	-48	-13	-3	-6	3
CCc1ccc(C(C)NC(=O)C2CCCO2)cc1 (stereo not given)
→ 16	1	3	-2	1	-7	7	-5	-10	-4
CCC(C)N(C(=O)COC(=O)/C=C/c1ccc(O)c(OC)c1)C1CCS(=O)(=O)C1 (stereo not given)
→ 8	-46	-81	1	-26	-52	-11	2	-4	-2
Cc1ccccc1NC(=O)c1sc(NC(=O)C2CC2)nc1C
→ -9	0	8	-1	4	-1	1	-2	-2	-3
CC(=O)[C@@H]1[C@@H](C(=O)c2ccc(C)cc2)[C@]2(C(=O)Nc3ccccc32)[C@H]2C=Cc3cc(F)ccc3N12
→ 11	-14	2	5	2	-15	6	-5	6	-5
CCCCN1CC(=O)N2[C@H]3c4ccc(OC)cc4OC[C@@H]3[C@H](c3ccccc3)[C@]2(C)C1=O
→ -14	0	2	1	-2	4	-1	3	3	3
CCc1cccc(OCCCCNCCOC)c1
→ 4	-1	0	0	-3	1	-5	1	11	-1
CN(C(=O)c1cccc(NC(=O)Cc2cccc(NC(=O)C3CCN(C(=O)CCc4ccccc4)CC3)c2)c1)C1CC1
→ -9	-1	-3	-3	-2	-2	2	9	-5	2
COc1ccccc1Cc1c(-c2ccc(F)cc2)nc2ccc(Br)cn12
→ 10	-10	-7	5	-4	-18	0	-3	-3	-5
CCOc1ccc(Cc2nc(C)c(CC(=O)N3CCOCC3)c(=O)[nH]2)cc1
→ -11	11*	7	-10	4	3	2	-10	12	-2
O=C(c1cc(-c2ccncc2)nc2c(Cl)cccc12)N1CCN(c2ccccc2F)CC1
→ 3	2	-1	-8	4	-6	1	-1	2	2
O=[N+]([O-])c1ccc(O)c(NC(=S)Nc2ccccc2)c1
→ 0	2	6	6	0	1	10	-2	2	0
O=C(NC1CCN(C(=O)NCc2ccccc2)CC1)c1cccc(F)c1
→ -14	7	4	3	4	9	5	-7	4	0
Cc1ccc2nc(-c3ccc(CN4CCC5(CC4)CNc4ccccc45)cc3)c(-c3ccccc3)nc2c1
→ -3	-21	-19	13	-1	-17	10	3	8	-8
CC(C)(C)c1ccc(-c2noc(CCC(=O)NCC3CCCO3)n2)cc1 (stereo not given)
→ -16	-1	-4	-2	0	-5	4	3	14	4
CCCN(C(=O)C1CC(=O)N(c2ccccc2C(C)CC)C1)C1CCS(=O)(=O)C1 (stereo not given)
→ -1	4	-6	1	0	-4	0	-2	-2	-1
Cc1cccc(NC(=O)Nc2ccc(Oc3c(F)c(F)c(F)c(F)c3F)cc2)c1
→ -1	0	-3	-4	-3	0	8	6	-5	-2
O=C(NCc1ccco1)c1cnc2n(c1=O)CCS2
→ 2	-1	3	-1	-6	1	2	6	7	-2
C#CCOCCOCCOCCNc1nc(N2CCN(C(=O)Cn3cc(CCCCN)nn3)CC2)nc(N2CCN(C(=O)[C@H](Cc3ccc(O)cc3)n3cc(CCO)nn3)CC2)n1
→ -4	-2	-1	3	-5	2	8	-8	3	4
O=C(c1cccc(N2C(=O)C3C4C=CC(C4)C3C2=O)c1)N1CCCc2ccccc21 (stereo not given)
→ 0	-2	-3	-2	-5	-4	4	0	8	8
OC(CNC1Cc2ccccc2C1)COc1ccc(Cl)cc1 (stereo not given)
→ 8	4	1	3	2	-3	-6	-3	4	4
COc1ccc(-c2ccccc2)cc1NCc1ccc(OC)c(OC)c1
→ 4	-4	-16	8	-5	-2	11	-5	3	4
CC(=O)Nc1cccc(NC(=O)C2CC3CCC2C3)c1 (stereo not given)
→ -13	-1	4	-4	-2	0	13	3	-8	2
CC(C)(C)Nc1c([N+](=O)[O-])c(=O)sc2ccccc12
→ -5	-1	4	-2	1	-3	-6	2	-2	-2
CC(=O)c1cccc(NC(=O)N2CCCC2C(=O)NCc2ccc3c(c2)OCO3)c1 (stereo not given)
→ 0	-1	3	-1	-2	-6	1	-4	-1	5
O=C(Cc1ccc(Cl)cc1)NNc1c(F)c(F)cc(F)c1F
→ 4	6	-1	-1	0	-3	-7	2	2	-6
O=C(N=C1SC2CS(=O)(=O)CC2N1Cc1ccc(F)cc1)C1CCCO1 (stereo not given)
→ -12	-1	3	1	-1	-4	-7	-3	4	5
O=C(Nc1ccc(NC(=S)NC(=O)c2ccccc2Cl)cc1)c1cccc(Cl)c1
→ -9	3	-134	0	-1	1	5	8	-20	4
COc1ccccc1C(=O)Oc1cc(N)n(S(=O)(=O)c2ccccc2)n1
→ -3	0	-4	0	-1	-2	2	0	12	1
CCOC(=O)c1[nH]c2ccccc2c1NC(=O)CC(C)(C)C
→ -1	-8	-41	7	-11	-11	-6	-7	0	1
COc1ccc(-n2c(Cc3cccn3C)nnc2SCC(=O)Nc2nc(C)cs2)cc1
→ -3	-8	4	-3	-1	-12	-2	-2	2	-16
COc1cc2cc(CCOC(=O)c3ccc(C#N)cc3)oc(=O)c2cc1OC
→ -4	3	4	-4	4	1	5	-8	11	12
